Bioassay records deposited in PubChem by Broad Institute.
ERAP1 HTS inh – human ERAP1 aminopeptidase inhibitors, primary screen, biochemical, single point, plate reader. recombinant ERAP1, Leu-AMC fluorescence, 60 min. inhibition, % at 10.7 µM. hit rate 0.15% among 340,000;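 active = mean replicate inhibition of at least 30%, or all replicates individually reaching that 30% level; inactive = mean below 30% and not every replicate reaching it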;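 also: 0% = neutral control wells and 100% = L-leucinethiol positive control wells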
C2C12 statin – suppressors of statin myotoxicity in C2C12 myotubes, primary screen, cell-based, single point, plate reader | C2C12 myotubes + simvastatin, ATP luminescence, 48 h; scaled: DMSO 0, geranylgeraniol control 100 | rescue of ATP level, % at 7.49 µM | hit rate 0.78% among 330,000 | AID 602340, 2012;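 active = mean ATP rescue above about 67%, or every replicate alone reaching that limit, limit read from the data, passing the limit was not always enough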;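 also: myotubes were challenged with 10 µM simvastatin during compound exposure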
SIRT5 inh – SIRT5 desuccinylase inhibitors, primary screen, biochemical, fluorescence imaging, single point, set 5 | NAD-dependent protein deacylase sirtuin-5, mitochondrial (Homo sapiens), Q9NXA8 | Purified SirT5, succinyl-peptide AMC, trypsin-coupled fluorescence | hit rate 1.1% among 330,000 | inhibition, % at 15 µM | AID 652115, 2013; in the data active = inhibition above about 15%
Target sequence (Q9NXA8 whole entry, looked up): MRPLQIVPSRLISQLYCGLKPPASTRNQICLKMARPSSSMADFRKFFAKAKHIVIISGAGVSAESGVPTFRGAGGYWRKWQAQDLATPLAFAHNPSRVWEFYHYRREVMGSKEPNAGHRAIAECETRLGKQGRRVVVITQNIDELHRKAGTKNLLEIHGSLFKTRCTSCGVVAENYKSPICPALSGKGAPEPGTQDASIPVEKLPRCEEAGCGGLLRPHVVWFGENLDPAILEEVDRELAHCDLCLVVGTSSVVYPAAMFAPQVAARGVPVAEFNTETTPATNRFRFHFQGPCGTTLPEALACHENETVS
PGC1a acetyl inh – inhibitors of PGC1a acetylation signal, primary screen, cell-based, U2OS, AlphaScreen, inhibitor mode | hit rate 0.17% among 350,000 | AlphaScreen anti-acetyl-lysine; with virally co-expressed GCN5 acetyltransferase | inhibition, % at 15.6 µM;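 active = every replicate shows inhibition of at least 40%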;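 also: 0% = neutral control wells and 100% = positive control wells; some results beyond the cut were filed as inactive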
Xi reactivation – activators of inactive X chromosome reactivation, primary screen, imaging, XiGFP fibroblasts, GFP high-content imaging, set 2; XiGFP mouse fibroblasts, % GFP-positive cells imaging, 3 d; cells co-treated with 5-aza-dC sensitizer; scaled so ellipticine positive control = 100%; activation, % at 7.58 µM; hit rate 0.055% among 360,000;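 active = mean normalized replicate activation at least 10% and every replicate at or above 10%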;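 also: 0% = median of on-plate neutral control wells and 100% = ellipticine 6 µM median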
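Assay system – SV40-immortalized XiGFP fibroblast cells, line 68-5-11 · Buffer or medium – DMEM supplemented with 5-aza-dC as sensitizing agent · Dosing – one concentration, pinned · Benchmarks – positive control ellipticine, 6 µM final · Times – 3 days compound exposure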
LGR2 antag – inhibitors of bursicon-induced LGR2 CRE-luciferase signal, primary screen, cell-based, HEK293, CRE-luciferase reporter, bursicon stimulation. Drosophila bursicon receptor LGR2 (rickets). bursicon-stimulated, 4 h. inhibition, % at 9.99 µM. hit rate 0.35% among 380,000. AID 720647, 2013;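 active = drop in luminescence signal, shown as inhibition above about 50% in the replicate tests, limit read from the data, passing the limit was not always enough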;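 also: agonist challenge used bursicon conditioned medium at about half maximal strength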
S100A4 inh HTS – inhibitors of S100A4-myosin IIA peptide binding, primary screen, biochemical, fluorescence polarization, TAMRA-MyoIIA peptide; Protein S100-A4 (Homo sapiens), P26447; hit rate 0.14% among 360,000; AID 652163, 2013; inhibition, % at 10.7 µM;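 active = mean inhibition of at least 70% across replicates, with every replicate also reaching that level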
Target sequence (P26447 whole entry, looked up): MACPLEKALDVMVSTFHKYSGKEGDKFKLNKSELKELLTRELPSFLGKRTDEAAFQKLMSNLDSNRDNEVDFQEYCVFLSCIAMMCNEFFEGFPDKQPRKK
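System – human S100A4 monomer protein, biochemical binding assay · Buffer or medium – Calcium-containing HEPES buffer, pH 7.2 · Timing – 5 min between mix addition and reading · Also added – TAMRA-labelled myosin IIA heavy-chain peptide probe, 5 nM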
Cneo AK release – Cryptococcus neoformans cell lysis inducers, primary screen, AK release luminescence, single concentration; C. neoformans lysis, adenylate kinase release luminescence, 4 h; normalised: neutral wells 0, clomiphene wells 100; lysis activity, % at 15 µM; hit rate 0.2% among 360,000; AID 651654, 2012;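 active = mean lysis activity across replicates of at least 80%, whatever share of replicates individually reach that level; inactive = mean lysis activity below 80%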
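Test system: log-phase Cryptococcus neoformans yeast cells. Input: 5 × 10^6 yeast cells/mL. Medium: fresh YPD growth medium. Doses: single dose. Incubation: static 4 h at 37 °C with compound, 1 h detection. Measured by: luminescent adenylate kinase detection reagent. Read-out: signal increase indicating cell lysis. Benchmarks: Clomiphene.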
* hit, by the source's call; nt = no result given.

compound	LGR2 antag	PGC1a acetyl inh	Cneo AK release	Xi reactivation	SIRT5 inh	S100A4 inh HTS	ERAP1 HTS inh	C2C12 statin
CCC(C(=O)N1CCN(S(=O)(=O)c2sc(C(=O)O)c(C)c2C(=O)O)CC1)c1ccccc1 (centres undefined)	12	-5	nt	0.2	1	3	-1	-3
S=C(N/N=C/c1ccccc1Cl)Nc1cccc(Cl)c1Cl	-14	-3	nt	0.2	2	0	nt	-44
[O-]/[N+](=C\c1cccc(Br)c1)c1ccccc1	-6	-1	nt	0.2	-2	-3	4	-6
Cc1cnc(C(=O)OCC(=O)Nc2cc(Cl)cc(Cl)c2)cn1	-7	13	1	nt	-2	5	-5	2
COc1cccc(C2CC(c3cccc(C)c3)n3ncnc3N2)c1 (centres undefined)	-7	-1	4	0.4	nt	1	-3	-8
Cc1nn(C(C)C(=O)NCCCN2CCCCC2C)c(=O)c2c1sc1ccccc12 (centres undefined)	11	-11	-2	0.0	-5	-10	1	5
Cc1noc(C)c1NC(=O)N(C)C[C@H]1Oc2ccc(NS(=O)(=O)c3cccs3)cc2C(=O)N([C@H](C)CO)C[C@H]1C	-12	-8	-3	0.0	0	-1	0	-27
CC(C)C1Cc2[nH][nH]c(=O)c2C(c2ccc(Cl)cc2)O1 (centres undefined)	-10	nt	nt	0.1	-1	-4	nt	nt
CCCC(=O)Nc1c(C(=O)OCC)[nH]c2ccccc12	12	-13	2	0.1	-1	8	6	-1
CCOc1cccc(CN2CCCC(C(=O)c3cccc(C(F)(F)F)c3)C2)c1O (centres undefined)	12	nt	nt	0.0	-2	-1	-1	nt
O=C(CSc1ncn[nH]1)N/N=C/c1ccc(F)cc1	1	nt	0	0.0	-3	-6	-1	2
COc1ccc(-n2c(SC)nc3sc4c(c3c2=O)CCN(C)C4)cc1	-13	-4	3	0.0	3	-3	2	7
CC(C)(OC(=O)c1ccc(C#N)cc1)c1cc2ccccc2c(=O)o1	-13	-5	0	0.1	nt	1	1	-9
COc1ccc(NC(=S)Nc2ccc3nccnc3c2)cc1	-26	-6	3	-0.1	nt	nt	nt	1
COc1ccc(COC(=O)C2=C(C)NC(=O)NC2c2ccccc2OC(C)C)cc1 (centres undefined)	-2	11	7	0.2	-4	0	-2	5
CCOc1cc(C(=O)N2CCC(CC3CC(c4ccc(Cl)cc4)=NO3)(C(=O)NCC3CCCCC3)CC2)cc(OCC)c1OCC (centres undefined)	5	nt	1	0.0	nt	3	1	7
COCCN1Cc2cc(C(=O)OC)c3c(c2C1=O)c1cc(OC)ccc1n3S(C)(=O)=O	-20	nt	nt	0.0	nt	2	-3	nt
O=C(NCC(=O)N1CCN(c2ccccc2F)CC1)c1ccco1	3	-13	-2	0.4	0	-1	-6	6
Brc1ccc(CSc2nnc(-c3cnccn3)n2Cc2ccco2)cc1	-1	-3	1	nt	0	-6	5	-22
Cc1cc(OC(C)C(=O)NC(Cc2c[nH]c3ccc(O)cc23)C(=O)O)c2c(C)c(C)c(=O)oc2c1 (centres undefined)	-8	-11	0	nt	-1	-8	0	7
O=C(CSc1nc2ncc(Cl)cc2[nH]1)NC1CCS(=O)(=O)C1 (centres undefined)	5	nt	0	0.2	1	8	-5	7
CC(OC(=O)CCCN=C1NS(=O)(=O)c2ccccc21)C(=O)Nc1ccccc1F (centres undefined)	6	nt	-2	0.1	-5	17	-8	1
COc1ccc(S(=O)(=O)N(C)C[C@@H]2OCCCC[C@@H](C)Oc3ccc(NC(=O)C4CCCCC4)cc3C(=O)N([C@@H](C)CO)C[C@@H]2C)cc1	6	-11	0	0.0	4	-3	0	nt
COc1ccc(-c2noc(N3CCC(C(=O)NCc4ccc(Cl)cc4)CC3)n2)cc1	2	6	1	0.0	-3	-1	2	-14
COc1ccc(CNC(=O)c2cc(=O)c3cc(C)ccc3o2)cc1	-15	6	-3	0.2	-1	-2	-2	-2
COc1ccccc1CNC(=O)c1ccc(OC(F)F)c(OC)c1	-1	nt	nt	0.0	2	6	2	nt
CC(=O)Nc1ccc(C(=O)CN2C(=O)NC3(CCCCCC3)C2=O)c(F)c1	-7	7	-2	0.1	nt	2	1	3
Cc1cc(C)c(-c2csc(Cc3nc(-c4cc5ccccc5oc4=O)cs3)n2)cc1C	7	0	-8	-0.1	nt	nt	nt	nt
CC(C)NC(=O)N(C)C[C@@H]1OCCCC[C@@H](C)Oc2ccc(NC(=O)C3CCCCC3)cc2C(=O)N([C@H](C)CO)C[C@H]1C	0	-15	-1	0.2	1	10	0	nt
C[C@H]1CN([C@@H](C)CO)C(=O)c2cccc(NC(=O)c3ccncc3)c2O[C@H]1CN(C)CC1CCCCC1	12	nt	-11	-0.3	nt	19	nt	2

Record cards, as listed above. Order of screens: LGR2 antag	PGC1a acetyl inh	Cneo AK release	Xi reactivation	SIRT5 inh	S100A4 inh HTS	ERAP1 HTS inh	C2C12 statin
Results for O=C(CSc1nc2ncc(Cl)cc2[nH]1)NC1CCS(=O)(=O)C1 (centres undefined) : 5	nt	0	0.2	1	8	-5	7
Results for COCCN1Cc2cc(C(=O)OC)c3c(c2C1=O)c1cc(OC)ccc1n3S(C)(=O)=O : -20	nt	nt	0.0	nt	2	-3	nt

Carrying on:
compound	LGR2 antag	PGC1a acetyl inh	Cneo AK release	Xi reactivation	SIRT5 inh	S100A4 inh HTS	ERAP1 HTS inh	C2C12 statin
Cc1ccc(NC(=O)COC(=O)CC2CC3CCC2C3)cc1S(=O)(=O)N1CCOCC1 (centres undefined)	5	-7	0	0.1	0	-3	-1	5
CSc1nc(O)c(N=Nc2ccc(F)cc2F)c(=O)[nH]1	14	12	-5	0.0	13	4	8	26
Cc1noc(C)c1S(=O)(=O)N(C)C[C@H]1Oc2ccc(NC(=O)CCC(F)(F)F)cc2CC(=O)N([C@H](C)CO)C[C@H]1C	-1	6	6	-0.4	-5	9	3	5
C[C@@H]1CN([C@H](C)CO)C(=O)c2cc(N(C)C)ccc2O[C@@H](C)CCCCO[C@H]1CN(C)S(=O)(=O)c1ccccc1	-24	-9	-4	0.1	-1	69	0	55
Cc1ccc(NC(=O)CN2C(=O)NC3(CCCCC3C)C2=O)cc1S(=O)(=O)N1CCOCC1 (centres undefined)	nt	5	0	0.1	nt	-1	-3	1
O=C(COc1coc(CN2CCN(c3ccccc3)CC2)cc1=O)NCC1CCCO1 (centres undefined)	0	2	4	0.0	-2	0	-2	-4
CCc1nc2ccc(C(=O)NCCN3CCOCC3)cn2c1N(C=O)Cc1ccc(OC)cc1	7	-2	-1	-0.1	-2	0	-1	3
COc1ccccc1C#Cc1cnc2c(c1)C(=O)N([C@@H](C)CO)C[C@H](C)[C@@H](CN(C)C(C)=O)O2	-6	7	0	-2.0	-4	7	2	4
COC(=O)c1sccc1NC(=O)Nc1ccccc1C	-10	nt	5	-0.1	-2	2	5	3
O=C(O)c1cccc(Nc2ccc3nonc3c2[N+](=O)[O-])c1	15	18	0	0.1	1	-2	5	8
Cc1ccc(NC(=O)C2CCCN(S(=O)(=O)c3c(C)noc3C)C2)cc1 (centres undefined)	nt	nt	-2	0.6	-4	-11	-2	-15
CCN1CCN(CCNC(=O)c2ccc3nc(-c4cccc(C)c4)c(-c4cccc(C)c4)nc3c2)CC1	10	-19	5	0.0	-11	-3	-18	22
CCOc1ccc(CCN2C(=O)C(=O)N([C@@H](Cc3ccccc3)CN3CCC[C@@H]3CN3C(=O)C(=O)NC[C@@H]3Cc3ccc(O)cc3)C[C@@H]2Cc2ccccc2)cc1	-23	-18	0	-0.1	38*	-2	-1	-3
CCCNC(=O)c1cc(C2CCCN(C(=O)c3cc(F)ccc3C)C2)on1 (centres undefined)	-8	13	4	-0.1	nt	-1	-1	4
CSc1nc2[nH]ncc2c(=O)[nH]1	14	5	nt	-0.2	-7	5	-1	nt
COc1ccc(-c2cn(CC[C@H]3CC[C@H](NC(=O)NC(C)C)[C@@H](CO)O3)nn2)cc1	2	2	3	-0.2	-6	25	4	10
CCSc1nnc(NC(=O)CSc2nnc(C)c(=O)n2N)s1	15	-7	nt	-0.1	-2	-4	-1	nt
COc1ccc(C#Cc2ccc3c(c2)[C@H]2[C@H](CCN2C(=O)c2cccc(F)c2)[C@@H](CO)N3)cc1	-4	3	15	0.0	nt	-10	-1	-22
O=C(O)CSc1nccc2ccccc12	2	-7	nt	0.0	3	-9	1	nt
O=C(Cn1cccn1)N1CCCC(Nc2ccc(F)c(F)c2)C1 (centres undefined)	12	-4	1	0.2	7	-6	0	5
COc1ccc(OCC(O)CN(C)C(=O)/C=C/c2cccc([N+](=O)[O-])c2)cc1 (centres undefined)	0	nt	nt	0.0	-2	7	3	nt
Cc1[nH]c2ccccc2c1C(=O)COC(=O)C1CC(=O)N(Cc2ccccc2)C1 (centres undefined)	-14	-8	2	nt	nt	nt	nt	-8
CCOC(=O)C1CCCN(C(=O)c2ccc3oc(Cc4ccccc4)nc3c2)C1 (centres undefined)	-66	nt	-2	0.0	1	-2	2	-1
CCOCCCn1c(=S)[nH]c2cc(C(=O)NCCc3ccccc3)ccc2c1=O	-11	4	-1	0.2	-5	-5	1	13
O=Cc1ccccc1OCc1ccc2c(c1)OCO2	7	nt	-3	0.3	9	-1	3	16
Cc1cc2ccccc2n2c(SCC(=O)NCC3CCCO3)nnc12 (centres undefined)	-12	nt	nt	-0.1	-1	0	6	nt
FC(F)(F)c1ccc(C2[C@H]3CN(Cc4ccc(-c5ccccc5)cc4)[C@H](c4ccccc4)C34CC2(c2ccccc2)C4)cc1 (some centres undefined)	13	nt	nt	-0.1	nt	0	-5	nt
CC1=C(C(=O)N(C(C)C)C(C)C)CC(CC(=O)NC2CC2)C(=O)N1CCCN1CCCC1=O (centres undefined)	7	2	-1	nt	-2	-1	-5	-4
CCOc1ccc(Cl)cc1-c1cc(C(=O)NCc2ccccc2)[nH]n1	0	5	-3	0.2	nt	11	-3	-1
COCCn1c(=S)[nH]c2cc(C(=O)N3CCN(C4CCCCC4)CC3)ccc2c1=O	-2	-3	0	0.1	3	3	5	4
CC(NC(=O)CCNC(=O)c1ccccc1Cl)C1CC2CCC1C2 (centres undefined)	13	nt	1	0.2	0	-1	4	nt
CCCCN1C(=O)C(CC(=O)NCc2cccs2)CC(C(=O)N(C)C)=C1C (centres undefined)	9	-14	nt	0.5	-1	-6	-3	5
CCC(=O)Nc1ccc2c(c1)C(=O)N(C)[C@@H]1CC[C@@H](CC(=O)NCc3ccccc3)O[C@@H]1CO2	-14	0	1	0.3	-6	-45	-2	-8

A portion of the library. The share of hits here may be higher or lower than overall.
